High-throughput results (PubChem)
Lipid storage S3 – qHTS Assay for Lipid Storage Modulators in Drosophila S3 Cells | Drosophila S3 cells, BODIPY lipid droplet fluorescence, 18-24 h; cells fed with added oleic acid | lipid storage change, negative = inhibition, % at the top dose, mostly 46.1 µM; hits show Potency in µM | hit rate 0.64% among 320,000; active means well fitted inhibition curve with a large enough effect in the signal ratio, with a control signal flat, not every such curve was filed as active; inconclusive means small, poorly fitted or top-dose-only effect, or effect the other way, or a change in a side signal; the % refers to the signal ratio
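Laser-scanning cytometry quantifies lipid droplet accumulation (500–530 nm total intensity; droplet/cell object ratio) in oleic acid-fed (400 uM added) Drosophila S3 cells treated with a concentration series. 20 uM Triacsin C defined 100% inhibition.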
Lipid storage S3 cell count max – recorded beside Lipid storage S3, whose call it bears; cell number change, %; measured here: cell count max response;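 cells counted by Cell Tracker Red CMTPX staining in the red channel; peak over a dose series mostly up to 46.1 µM; percent activity relative to internal control wells on each plate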
Starred values were filed as active, the others as inactive; [ ] = another dose, or the depositor's remark. On the % scale 0 is the no-effect control and ±100 the full control effect; potency means the concentration at half of the fitted maximal effect.

For CCCOc1ccc(C(=O)Nc2cc(-c3nn4c(C)nnc4s3)ccc2C)cc1 the results were Lipid storage S3 inconclusive.
For CCc1nnc(NC(=O)c2ccc(N3C(=O)CCC3=O)cc2)s1 the results were Lipid storage S3 inconclusive.
`COC(=O)c1cc(C(=O)OC)n(Cc2ccc(F)cc2)c1C` gave Lipid storage S3 14% and Lipid storage S3 cell count max 11.
Screening CC(=O)N1CCOc2ccc(S(=O)(=O)N3CCN(c4cccc(C(F)(F)F)c4)CC3)cc21 returned Lipid storage S3 inconclusive.
Screening CCCCCCC(C)OC(=O)c1ccccc1C(=O)O (stereo not drawn) returned Lipid storage S3 inconclusive.
For COc1ccc(C(C(=O)NC2CCCC2)N(Cc2cccnc2)C(=O)c2snc(C(N)=O)c2N)cc1 (stereo not drawn) the results were Lipid storage S3 inconclusive.
Screening Cn1nnnc1SCC(=O)N1CCCCC1 returned Lipid storage S3 inconclusive.
Screening Oc1c(C(Nc2ccccn2)c2cccnc2)cc(Cl)c2cccnc12 (stereo not drawn) returned Lipid storage S3 3% and Lipid storage S3 cell count max 4.
`COc1cccc(CN(C)C(=O)CSCC(=O)Nc2ccc(C)cc2)c1OC` gave Lipid storage S3 inactive and Lipid storage S3 cell count max -9.
COCC(C)N=C1NN=C(c2cccs2)C(CC(=O)O)S1 (stereo not drawn) was read as Lipid storage S3 16%[9.22 µM] and Lipid storage S3 cell count max 14.
For Cc1ccc(NC(=O)CNc2cccc(C)c2C)c(C)c1 the results were Lipid storage S3 inactive and Lipid storage S3 cell count max -12.
For COc1cc(OC)cc(C(=O)N/N=C/c2ccc(OC)c(COc3ccc(F)cc3)c2)c1 the results were Lipid storage S3 inconclusive.
`Cc1ccc(NC(=O)CCC(=O)NNC(=S)Nc2ccc(F)cc2)c(C)c1` gave Lipid storage S3 inconclusive.
`CCCc1nc2c(=O)[nH]c3ccccc3c2o1` gave Lipid storage S3 inconclusive.
Screening O=C(O)c1cnn2c1C(=O)N(Cc1cccs1)CC2 returned Lipid storage S3 inconclusive.
For CCOC(=O)N1CCN(C2CCCN(C(=O)c3ccccc3C(F)(F)F)C2)CC1 (stereo not drawn) the results were Lipid storage S3 inconclusive.
CCOc1ccc(CNC(=O)C2CCCN(c3nnc(C)c4c(C)n(-c5ccccc5)nc34)C2)cc1 (stereo not drawn) was read as Lipid storage S3 -14% and Lipid storage S3 cell count max 4.
Cc1ccc(NC(=O)CSc2nnc(-c3ccco3)o2)c(C)c1 was read as Lipid storage S3 0% and Lipid storage S3 cell count max 29.
For Cc1nnc(NC(=O)CSc2nnc(Cc3cccn3C)n2-c2ccccc2)s1 the results were Lipid storage S3 inactive.
Screening CCOC(=O)c1c(NC(=O)c2cc(-c3cccc(O)c3)on2)sc(C(C)=O)c1C returned Lipid storage S3 inconclusive.
`Cc1cc(NC2CCCC2)n2ncc(-c3ccccc3)c2n1` gave Lipid storage S3 inconclusive.
`COc1ccc(C(=O)COc2ccccc2C#N)cc1` gave Lipid storage S3 14% and Lipid storage S3 cell count max -3.
Screening O=C(Nc1ccc(N2CCCCC2)cc1)C1CCCN1S(=O)(=O)c1ccc(F)cc1 (stereo not drawn) returned Lipid storage S3 inconclusive.
`COCCN1C(=S)NC(c2cccc(C(F)(F)F)c2)C(C(=O)N2CCOCC2)=C1C` (stereo not drawn) gave Lipid storage S3 -14% and Lipid storage S3 cell count max -11.
CCOC(=O)c1nn(-c2ccccc2F)c2nc(Nc3ccccc3)cc(=O)n12 was read as Lipid storage S3 inconclusive.
Screening O=C(CCCCCNC(=O)N1CCn2c1nc1ccccc12)NCCc1ccccc1 returned Lipid storage S3 inconclusive.
For O=C(COc1cccc(F)c1)NNC(=O)Cc1ccc(Br)cc1 the results were Lipid storage S3 inconclusive.
CCc1ccccc1NC(=S)/N=C(\N)Nc1nc(C)c2cc(C)ccc2n1 was read as Lipid storage S3 -5% and Lipid storage S3 cell count max -26.
`CCOc1ccccc1NC(=O)C1CCCN(C(=O)Nc2ccccc2)C1` (stereo not drawn) gave Lipid storage S3 inconclusive.
For N#CCCN(C(=O)COC(=O)CNC(=O)c1ccc(-c2ccccc2)cc1)c1ccc(F)cc1 the results were Lipid storage S3 inconclusive.
`CN1CCN(NC(=S)Nc2ccc(Oc3ccccc3)cc2)CC1` gave Lipid storage S3 -5%[9.22 µM] and Lipid storage S3 cell count max -8.
Screening C/C(=N\NC(=O)c1c(Cl)c(C)nn1C)c1ccc(NC(=O)C2CCC2)cc1 returned Lipid storage S3 inconclusive.
Screening CC(=O)O[C@H]1CC[C@H]2[C@@H]3CCc4cc(O)ccc4[C@H]3CC[C@]12C returned Lipid storage S3 inconclusive.
Screening CNC(=S)NNC(=O)c1sc(-c2cc(C)on2)nc1C returned Lipid storage S3 1% and Lipid storage S3 cell count max 11.
For Cc1cc(-c2nnc3sc(C4CCCCC4)nn23)n[nH]1 the results were Lipid storage S3 7%[9.22 µM] and Lipid storage S3 cell count max -1.
Screening Cc1ccc(S(=O)(=O)NNC(=S)NC(=O)c2ccc([N+](=O)[O-])cc2)cc1 returned Lipid storage S3 inconclusive.
Screening COc1ccc(-c2csc(Nc3ccccc3)[n+]2CC(O)c2ccc([N+](=O)[O-])cc2)cc1 (stereo not drawn) returned Lipid storage S3 0% and Lipid storage S3 cell count max -3.
`O=C(CSc1nnc(CN2CCCCCC2=O)n1-c1ccccn1)NCC(F)(F)F` gave Lipid storage S3 inconclusive.
Screening COc1ccc(NS(=O)(=O)c2ccc3c(c2)oc(=O)n3C)cc1Cl returned Lipid storage S3 4% and Lipid storage S3 cell count max 11.
For CCN1CCN(CC(=O)Nc2nc3ccc(C)cc3s2)CC1 the results were Lipid storage S3 inconclusive.

Grouped by structure: the compounds so far with a CF3 group
Screening CC(=O)N1CCOc2ccc(S(=O)(=O)N3CCN(c4cccc(C(F)(F)F)c4)CC3)cc21 returned Lipid storage S3 inconclusive.
For CCOC(=O)N1CCN(C2CCCN(C(=O)c3ccccc3C(F)(F)F)C2)CC1 (stereo not drawn) the results were Lipid storage S3 inconclusive.
`COCCN1C(=S)NC(c2cccc(C(F)(F)F)c2)C(C(=O)N2CCOCC2)=C1C` (stereo not drawn) gave Lipid storage S3 -14% and Lipid storage S3 cell count max -11.
`O=C(CSc1nnc(CN2CCCCCC2=O)n1-c1ccccn1)NCC(F)(F)F` gave Lipid storage S3 inconclusive.

The listing picks up, starting 4 compounds before the break.
Screening COc1ccc(-c2csc(Nc3ccccc3)[n+]2CC(O)c2ccc([N+](=O)[O-])cc2)cc1 (stereo not drawn) returned Lipid storage S3 0% and Lipid storage S3 cell count max -3.
`O=C(CSc1nnc(CN2CCCCCC2=O)n1-c1ccccn1)NCC(F)(F)F` gave Lipid storage S3 inconclusive.
Screening COc1ccc(NS(=O)(=O)c2ccc3c(c2)oc(=O)n3C)cc1Cl returned Lipid storage S3 4% and Lipid storage S3 cell count max 11.
For CCN1CCN(CC(=O)Nc2nc3ccc(C)cc3s2)CC1 the results were Lipid storage S3 inconclusive.
For CCN(CC)CCNC(=O)c1cc([N+](=O)[O-])c(N(C)C)cc1OC the results were Lipid storage S3 -2% and Lipid storage S3 cell count max 3.
Screening CC(=O)c1cccc(OCc2cc(C(=O)NCCC3=CCCCC3)no2)c1 returned Lipid storage S3 inactive and Lipid storage S3 cell count max -4.
Cc1ccc(C(=O)NN2C(=O)/C(=C/c3cccn3C)SC2=S)cc1 was read as Lipid storage S3 inconclusive.
For Cc1ccc2c(C)c(C(=O)N3CCN(Cc4ccccn4)CC3)oc2c1C the results were Lipid storage S3 inconclusive.
O=C(Cn1cnc2ccccc21)c1ccccc1 was read as Lipid storage S3 inconclusive.
CSc1ccc(S(=O)(=O)NC2CCCCC2)cc1 was read as Lipid storage S3 23µM* and Lipid storage S3 cell count max 27*.
`COc1cccc(NC(=O)CN(C)C(=O)Cn2cnc3ccccc3c2=O)c1` gave Lipid storage S3 inconclusive.
Screening O=C(CC1CCCCC1)NCC1CCCO1 (stereo not drawn) returned Lipid storage S3 inconclusive.
O=C(NN1C(=O)c2ccc(-c3ccc4c(c3)C(=O)N(NC(=O)c3cccnc3)C4=O)cc2C1=O)c1cccnc1 was read as Lipid storage S3 inconclusive.
COc1ccc2c(CN(C)c3ccccc3)cc(=O)oc2c1 was read as Lipid storage S3 inactive and Lipid storage S3 cell count max 30.
Screening COc1ccc(Nc2nc(C)cc(C)n2)cc1Cl returned Lipid storage S3 inconclusive.
Screening O=C(O)CC(=O)Nc1ccccc1C(=O)O returned Lipid storage S3 inconclusive.
For COc1ccc(N2CCN(C(=O)c3ccc(CS(=O)(=O)c4ccc(OC)cc4)o3)CC2)cc1 the results were Lipid storage S3 inconclusive.
For COc1ccc(-c2nc(-c3ccc4c(c3)OCO4)[nH]c2-c2ccc(OC)cc2)cc1 the results were Lipid storage S3 inconclusive.
`O=C(Nc1ccccc1C(F)(F)F)c1cc(-c2cccc(O)c2)on1` gave Lipid storage S3 inconclusive.
Cc1cc(C(F)F)n2ncc(C(=O)NCCc3ccc(Cl)cc3)c2n1 was read as Lipid storage S3 inconclusive.
`Cc1cc(C)c(NS(=O)(=O)c2ccc3c(c2)NC(=O)CCS3)c(C)c1` gave Lipid storage S3 inactive and Lipid storage S3 cell count max 18.
`CCc1nn(C(CC)C(=O)NCc2cccc(OC)c2OC)c(=O)c2cc3occc3n12` (stereo not drawn) gave Lipid storage S3 10µM* and Lipid storage S3 cell count max -13*.
Screening Cc1ccccc1OCCC(=O)Nc1ccc(Cl)cc1F returned Lipid storage S3 -3% and Lipid storage S3 cell count max 7.
`COc1ccc(Nc2cnn(-c3nc4ccccc4s3)c(=O)c2Cl)cc1` gave Lipid storage S3 inconclusive.

Quoted at random: two compounds from above
Screening C/C(=N\NC(=O)c1c(Cl)c(C)nn1C)c1ccc(NC(=O)C2CCC2)cc1 returned Lipid storage S3 inconclusive.
`Cc1cc(NC2CCCC2)n2ncc(-c3ccccc3)c2n1` gave Lipid storage S3 inconclusive.

Other compounds.
For COc1ccc(CC(=O)OC(C)CN2CCCC2)cc1 (stereo not drawn) the results were Lipid storage S3 inconclusive.
Cc1ccccc1C(=O)NC(=S)Nc1sc2c(c1C#N)CCC(C)C2 (stereo not drawn) was read as Lipid storage S3 3% and Lipid storage S3 cell count max -9.
CN(CCCNC(=O)C1CCC(CNS(=O)(=O)c2ccccc2)CC1)Cc1ccccc1 (stereo not drawn) was read as Lipid storage S3 inconclusive.
`CC(C)=CCCC(C)CN1CCC(N2CCC(C(=O)N3CCCC3)CC2)CC1` (stereo not drawn) gave Lipid storage S3 1% and Lipid storage S3 cell count max -8.
CCOCCn1c(=O)c2c(nc3n2CC(C)CN3CCc2ccccc2)n(C)c1=O (stereo not drawn) was read as Lipid storage S3 inconclusive.
`O=C(Oc1coc(CSc2ncccn2)cc1=O)c1ccco1` gave Lipid storage S3 inconclusive.
`CC(C)CCNC(=O)C(C)N(Cc1ccc(F)cc1)C(=O)c1ccc(CN2CCCCC2)o1` (stereo not drawn) gave Lipid storage S3 inconclusive.
Screening Cc1cc(C)c2nc(N(CCCN(C)C)C(=O)c3ccc(S(=O)(=O)N4CC(C)OC(C)C4)cc3)sc2c1 (stereo not drawn) returned Lipid storage S3 inconclusive.
Screening Cc1cc(N2C(=O)c3ccc(C(=O)Nc4ccc(O)cc4C(=O)O)cc3C2=O)no1 returned Lipid storage S3 inconclusive.
Screening CC(c1n[nH]c(=S)n1-c1ccc(Cl)cc1)N(C)C (stereo not drawn) returned Lipid storage S3 1% and Lipid storage S3 cell count max -8.
Screening CC(C)Cn1c2c(c(O)c(C(=O)Nc3nc4ccccc4s3)c1=O)CCCC2 returned Lipid storage S3 -22% and Lipid storage S3 cell count max -7.
`COc1cccc(CC2(CO)CCCN(Cc3ccc(C)s3)C2)c1` (stereo not drawn) gave Lipid storage S3 10% and Lipid storage S3 cell count max -10.
Screening CN(C)c1nc(-c2ccccc2)ns1 returned Lipid storage S3 5% and Lipid storage S3 cell count max 11.
`CC1(C)Cc2nc3oc4c(=O)n(CC(=O)Nc5ccc(Cl)cc5)cnc4c3cc2CO1` gave Lipid storage S3 6% and Lipid storage S3 cell count max 24.
COc1ccc(CNC(=O)Nc2cccc(C)c2)cc1 was read as Lipid storage S3 inconclusive.
NC(=O)COC(=O)c1ccc(S(=O)(=O)N2CCCCCC2)cc1 was read as Lipid storage S3 inactive.
For CCOC(=O)N=S(N)(=O)c1ccc(Cl)cc1 (stereo not drawn) the results were Lipid storage S3 -21% and Lipid storage S3 cell count max -1.
CCCc1cc(=O)oc2cc(OCc3cccc(OC)c3)c(Cl)cc12 was read as Lipid storage S3 2% and Lipid storage S3 cell count max 7.
CCOc1ncccc1C(=O)OCc1ccc(C#N)cc1 was read as Lipid storage S3 13% and Lipid storage S3 cell count max 6.
For Cc1c(Nc2cc(Cl)c3nonc3c2[N+](=O)[O-])c(=O)n(-c2ccccc2)n1C the results were Lipid storage S3 inconclusive.
`N#Cc1cc2c(nc1SCc1ccccc1)CCCC2=O` gave Lipid storage S3 inactive.
Cc1nc(-c2ccc(Cl)cc2)sc1C1(C)CC(c2cccc(Cl)c2)=NO1 (stereo not drawn) was read as Lipid storage S3 inconclusive.
`O=C1N/C(=C/c2cccn2-c2ccc(F)cc2)C(=O)N1Cc1ccccc1` gave Lipid storage S3 inconclusive.
`CCOc1ccc(OCC)c(NC(=O)CCCN2C(=S)NC(C)(C)CC2C)c1` (stereo not drawn) gave Lipid storage S3 2% and Lipid storage S3 cell count max 2.
For O=C(c1ccco1)N1C(=O)c2cccc3cccc1c23 the results were Lipid storage S3 6% and Lipid storage S3 cell count max -1.
`CCOC(=O)/C=C/C(=O)OCC(=O)Nc1ccc([N+](=O)[O-])cc1` gave Lipid storage S3 -20% and Lipid storage S3 cell count max -11.
`Clc1ccc(-c2ccnc(Oc3ccc4ccccc4c3)n2)cc1` gave Lipid storage S3 inactive.

A portion of the library; the hit share may differ from the screen's.
